Peg3 promoter: Peg3 promoter activity inhibition; 360,000 compounds, 1.7% hits; HeLa PEG-Prom luciferase reporter, luminescence, overnight; inhibition, % at 20 µM; AID 588405;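 active = inhibition of at least 50% at 20 µM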
aDG glyco up: increases alpha dystroglycan glycosylation | Pro5-aDG cells, alpha-DG glycosylation AlphaScreen (IIH6); 0% Pro5, 100% B10-LARGE cell signal | 360,000 compounds, 0.22% hits | activation, % at 10 µM;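 active = activation of at least 8% versus controls, or a plate z-score of at least 8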;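 also: Pro5 are CHO cells carrying HIG-tagged alpha-DG that lacks glycosylation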
TRPM1 prom inh: reduces MITF-dependent TRPM1 promoter luciferase signal; SK-MEL-5 TRPM1 promoter luciferase, 24 h; inhibition, % at 12.5 µM; 330,000 compounds, 0.83% hits; AID 488899;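 active = mean inhibition across replicates of 60% or more, whatever share of single replicates reaches that level; inconclusive = some that reach 60%, reason not given; inactive = mean inhibition across replicates below 60%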; also: values of inactives mirror those of a sister screen read the other way
NR2E3 ag-1: NR2E3 (human) agonism. Q9Y5X4. AID 2300. 320,000 compounds, 0.12% hits. inhibition of corepressor binding, % at 4.78 µM. GST-NR2E3/biotin-RetCOR TR-FRET, 1536-well;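 active = percent inhibition above the cutoff of mean plus 3 SD of all tested compounds, set per screening campaign, cut at about 20% in these data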;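 also: 0% = DMSO wells and 100% = biotin wells as full block of FRET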
Target sequence (Q9Y5X4 whole entry, looked up): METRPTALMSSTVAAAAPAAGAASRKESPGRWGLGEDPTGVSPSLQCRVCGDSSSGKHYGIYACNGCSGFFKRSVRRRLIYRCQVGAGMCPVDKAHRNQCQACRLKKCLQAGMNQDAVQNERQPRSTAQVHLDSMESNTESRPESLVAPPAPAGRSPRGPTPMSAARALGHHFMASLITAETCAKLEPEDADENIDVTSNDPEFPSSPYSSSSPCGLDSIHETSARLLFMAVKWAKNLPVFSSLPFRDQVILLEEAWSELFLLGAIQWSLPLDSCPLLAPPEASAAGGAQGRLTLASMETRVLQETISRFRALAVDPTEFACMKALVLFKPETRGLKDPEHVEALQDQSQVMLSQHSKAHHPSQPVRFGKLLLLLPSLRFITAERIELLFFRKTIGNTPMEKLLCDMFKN
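Material: NR2E3–RetCOR corepressor complex / Amount: 1.35 nM GST-NR2E3 / Medium: Tris pH 7.5 / Compound: single nominal compound dose of 4.8 µM / Incubation: 5 h at 4 °C / Technique: TR-FRET, Eu(K)-anti-GST donor, streptavidin-D2 acceptor, ex 340, em 617/671 nm / Read-out basis: percent loss of FRET ratio relative to control wells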
hiPSC survival: increases survival of single human iPS cells. 360,000 compounds, 0.044% hits. survival enhancement, % at 20 µM. hiPSC single-cell survival, ATPlite luminescence; 100% = ROCK inhibitor wells, 0% = DMSO. AID 602274; in the data active = survival enhancement above about 18%;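 also: cells exposed to compounds for 16 hours before the ATP read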
CaV13 ICDI inh: Primary screen for inhibitors of IQ motif and Ca2+-dependent inactivation inhibitor domain binding in CACNA1D, Förster resonance energy transfer in living cells, …. HEK cells, CFP/YFP FRET ICDI-IQ, plate reader, 10 min; percent FRET-ratio fall versus neutral wells. inhibition, % at 12.3 µM. 340,000 compounds, 0.098% hits;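 active = mean replicate inhibition of at least 30% and at least 1% of replicates passing that level; inconclusive = only one of the two criteria is met; inactive = neither criterion is met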;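 also: 0% = median of the neutral control wells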
NR2E3 ag-2: human photoreceptor-specific nuclear receptor agonism; CHO-S Gal4-NCOR/VP16-NR2E3 two-hybrid, luciferase; AID 602229; Q9Y5X4; 360,000 compounds, 0.35% hits; inhibition of corepressor binding, % at 3.98 µM;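 active = inhibition above the mean of all tested compounds plus 3 SD, cut at about 70% in these data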;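 also: 0% = DMSO with NR2E3 transfected cells and 100% = cells lacking NR2E3 construct; higher means lower luciferase signal from less NR2E3 corepressor binding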
PDI turbidity: inhibitors of human protein disulfide isomerase; AID 588391; 350,000 compounds, 0.052% hits; inhibition, % at 10 µM; PDI insulin aggregation turbidity, A650, 90 min;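 active = mean inhibition across replicates of 30% or more, whatever share of single replicates reach that level; inconclusive = mean inhibition below 30% while every single replicate reaches 30%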;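 also: absorbance from insulin aggregation driven by PDI reduction with DTT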
Target sequence (P07237 whole entry, looked up): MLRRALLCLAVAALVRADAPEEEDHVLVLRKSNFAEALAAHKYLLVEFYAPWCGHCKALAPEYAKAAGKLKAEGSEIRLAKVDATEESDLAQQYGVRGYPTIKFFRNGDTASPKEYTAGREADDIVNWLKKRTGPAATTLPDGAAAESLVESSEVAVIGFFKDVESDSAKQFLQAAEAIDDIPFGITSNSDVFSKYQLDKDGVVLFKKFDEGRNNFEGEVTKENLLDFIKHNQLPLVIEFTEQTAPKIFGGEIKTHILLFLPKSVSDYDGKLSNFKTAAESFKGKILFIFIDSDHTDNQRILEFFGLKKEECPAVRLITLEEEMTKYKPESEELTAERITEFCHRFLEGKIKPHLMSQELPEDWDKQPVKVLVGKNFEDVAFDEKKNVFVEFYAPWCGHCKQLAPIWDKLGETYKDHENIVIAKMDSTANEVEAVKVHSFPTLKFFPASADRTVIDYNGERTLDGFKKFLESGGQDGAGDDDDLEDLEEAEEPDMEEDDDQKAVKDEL
HIF-2a inh: blocks HIF-2a reporter activity | 360,000 compounds, 0.72% hits | 786-0 RCC cells HIF-2a reporter, luciferase luminescence, overnight | inhibition, % at 18.8 µM;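 active = inhibition of the luminescence signal of 40% or more relative to plate controls, in a single-dose primary screen at 18.75 µM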
Granule exo inh: lytic granule exocytosis inhibition | TALL-104 LAMP-1 surface exposure, flow cytometry; cells stimulated with thapsigargin and PMA | inhibition, % at 10 µM | 360,000 compounds, 0.66% hits | AID 651702;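 active = inhibition above about 55%, limit read from the data; inconclusive = no clear call, values can overlap the other calls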
Vif imaging: HIV Vif inhibition; HEK293T cells, Vif self-association by quenched fluorescence, imaging, 24 h; 340,000 compounds, 0.35% hits; inhibition, % at 7.49 µM; in the data active = inhibition above about 50%, passing the limit was not always enough; inconclusive = no clear call, values can overlap the other calls; inactive = below about 31%; also: some results filed as inactive read as strong as hits
The depositor's hits bear a star; ? = inconclusive; . = no result given.

SMILES | Peg3 promoter | aDG glyco up | TRPM1 prom inh | NR2E3 ag-1 | hiPSC survival | CaV13 ICDI inh | NR2E3 ag-2 | PDI turbidity | HIF-2a inh | Granule exo inh | Vif imaging
Cc1cc(NC2CCCC2)n2nc(C)c(-c3ccccc3)c2n1 | -127 | 0.4 | -91 | -4 | 1.3 | -4 | -90 | -9 | -164 | -2 | -6
Cc1cn([C@H]2C[C@H](O)[C@@H](CNCC3=Cc4cc(O)ccc4OC3)O2)c(=O)[nH]c1=O | 4 | 0.0 | . | . | 0.0 | -6 | -12 | 4 | -3 | -2 | 1
NC(=S)N/N=C1\CCSc2ccc(Cl)cc21 | 42 | 0.2 | 12 | 2 | -0.2 | -4 | -2 | 2 | -8 | 73* | .
CS(=O)(=O)c1cnc2c(-c3ccsc3)cnn2c1N | -129 | 0.3 | -35 | -3 | -0.5 | 3 | -62 | 5 | -136 | 3 | 7
O=C(CC[C@H]1O[C@@H](n2ccc(=O)[nH]c2=O)[C@H](O)[C@@H]1O)N[C@@H](Cc1ccccc1)C(=O)NCC1CCCO1 (stereo partly specified) | -4 | 0.0 | . | . | 0.4 | -6 | -4 | . | 10 | -2 | .
COc1ccc(CN(C(=O)c2snc(C(N)=O)c2N)C(C(=O)NC(C)(C)C)c2ccco2)cc1 (stereo unspecified) | 0 | -0.2 | -15 | -1 | 0.6 | -6 | -13 | -6 | 14 | 10 | 22
CCCc1cc(=O)n2[nH]c(-c3cccc(Br)c3)cc2n1 | -212 | -0.2 | -29 | 3 | -0.5 | -2 | -119 | 1 | -237 | 2 | -2
CC(C)Cn1nc(NC(=O)C(C)(C)C)c2cc3ccccc3nc21 | 8 | 0.1 | 16 | 0 | 1.8 | -6 | -24 | 14 | 11 | -3 | -7
CCCc1cc(=O)[nH]c(SCC(=O)Nc2ccc(Br)cc2Br)n1 | 11 | -0.3 | 8 | 3 | -1.8 | -5 | -2 | 3 | 14 | 12 | -2
CC(C)(C)C(=O)NC(Nc1cccc2cccnc12)C(Cl)(Cl)Cl (stereo unspecified) | 9 | 0.1 | 0 | 1 | -1.8 | . | -19 | 8 | 10 | 16 | ?
CC1(C(=O)NS(=O)(=O)c2cccc(C#N)c2)CCN1C(=O)CC1CCCC1 (stereo unspecified) | 18 | -0.1 | . | . | 1.2 | -12 | 2 | 2 | 14 | 0 | 4
O=C(CSc1nc2ccccc2c(=O)n1-c1ccccc1)c1cccc([N+](=O)[O-])c1 | 15 | 0.1 | -3 | 2 | 0.2 | -2 | -7 | -5 | 3 | -4 | .
COc1ccccc1C(=O)NCCNC(=O)c1ccc(C)nc1 | -9 | 0.0 | -9 | 2 | -0.3 | -7 | 27 | 2 | -1 | 9 | 3
C=CCn1c(-c2cccn(Cc3cccc(Cl)c3)c2=O)n[nH]c1=S | -3 | 0.1 | 10 | 1 | -0.2 | -5 | -5 | 0 | 18 | -1 | 2
O=C(Nc1cccnc1)Nc1ccc(Br)cc1Cl | -59 | 0.5 | -17 | 3 | 6.0 | -3 | -15 | 1 | -113 | 9 | -16
COC(=O)c1ccccc1NC(=O)Nc1nnc(N2CCCCC2C)s1 (stereo unspecified) | -35 | 0.1 | -2 | 2 | 0.5 | . | 3 | -9 | -70 | 1 | 13
CC1C(c2ccccc2)=[N+]([O-])C2(CCCC2)N1O (stereo unspecified) | 6 | -0.2 | 2 | 0 | -1.8 | -5 | -11 | -5 | -1 | -1 | 4
COc1ccc(-n2c(SCC(=O)Nc3cc(C(=O)O)ccc3C)nc3ccccc3c2=O)cc1Cl | 6 | 0.1 | 3 | -3 | -0.5 | -4 | -30 | 2 | 13 | -4 | -1
CC1CCCCN1Cc1nc2c(c(=O)n(C)c(=O)n2C)n1CCCc1ccccc1 (stereo unspecified) | -8 | 0.3 | 9 | -2 | -2.0 | -1 | 17 | -3 | 4 | 0 | -4
CSc1ccccc1-c1cnc2cccnn12 | 0 | -0.3 | . | . | 4.1 | -4 | 11 | -5 | 6 | -8 | -1
CSc1ccc(CN(C)CC(=O)NCc2ccc(F)cc2)cc1 | 18 | -0.4 | 4 | -3 | -1.9 | 1 | -21 | 4 | 7 | 4 | 1
CCOC(=O)c1cc(-c2ccccc2)n(CC(=O)N2CCCC2)c1C | 15 | 1.0 | -5 | 3 | -3.1 | -2 | 7 | -10 | 16 | 0 | -7
COc1cccc(C2CCCCN2Cc2nc(-c3ccc(C)o3)oc2C)c1 (stereo unspecified) | 5 | 0.5 | 6 | 0 | 0.8 | -5 | -26 | 2 | 12 | 2 | -2
COCc1cc(C)nc2sc3c(=O)n(-c4cccc5ccccc45)nnc3c12 | 3 | -0.2 | -6 | -4 | 4.5 | -4 | -9 | -12 | 15 | -1 | 8
CC(C)(C)N(Cc1ccccc1)C(=O)COC(=O)C1CC1 | 5 | 0.2 | 6 | . | -2.0 | -3 | 7 | -3 | 4 | -26 | -15
C=C1C(=O)O[C@@H]2[C@H]1CC[C@H](C)[C@]1(O)CCC(=O)[C@@]21C | 46 | 0.9 | 40 | 0 | -0.2 | -20 | -43 | 3 | -16 | -2 | -7
CCOCCCNC(=O)C1(O)c2cc(Br)ccc2NC(=O)N1c1ccc(CC)cc1 (stereo unspecified) | -4 | -0.1 | -3 | 1 | -0.8 | -13 | -30 | -2 | 7 | 4 | -5
CC(CN1CCOCC1)OC(=O)c1cccc(Cl)c1 (stereo unspecified) | 13 | 0.1 | 6 | 3 | 0.1 | -19 | -6 | 2 | 9 | -1 | 1
Cc1ccccc1C(=O)c1c[nH]c(C(=O)N2CCN(c3ccccc3F)CC2)c1 | 35 | 0.2 | 10 | -2 | -0.3 | -2 | 13 | 3 | -4 | 5 | -6
Cc1ccc(-n2cc(CCCCCCCCC(=O)O)nn2)cc1 | 12 | 0.0 | 2 | 6 | 5.5 | -6 | -9 | -11 | 7 | -10 | -4
CN1CCN(C(=O)c2cccn(Cc3c(Cl)cccc3Cl)c2=O)CC1 | -2 | 0.1 | 0 | 2 | -0.4 | -3 | -11 | -10 | 11 | -1 | -4
Cc1cc(C)n(CCC(=O)N/N=C/c2ccccc2O)n1 | 11 | 0.7 | 17 | -5 | -1.4 | -5 | -8 | 3 | 12 | 0 | 5
O=Cc1c(N2CCN(c3cccc(Cl)c3)CC2)nc2ccccn2c1=O | -22 | 0.2 | -5 | -2 | -0.5 | -2 | 10 | -9 | -37 | 2 | -17
Clc1ccc(-n2cc(COCc3ccccc3)nn2)cc1 | -214 | -0.2 | -48 | 0 | 1.1 | -3 | -158 | -6 | -172 | 0 | 5
CC(=O)CSc1nc2ccccc2o1 | -86 | -0.3 | -29 | -3 | -1.6 | -4 | -51 | -1 | -103 | 4 | 1
Cc1ccc(CN(C)C[C@H]2OCc3cnnn3CCCC(=O)N([C@@H](C)CO)C[C@@H]2C)cc1 | 4 | 0.0 | . | . | 4.1 | -5 | 4 | 1 | 7 | 2 | -4
COC(=O)c1c(NC(=O)Cn2nc(C(F)F)cc2C(F)F)sc(C)c1C | 11 | 0.0 | -3 | 0 | -1.4 | -5 | -17 | 12 | 25 | -2 | -4
Cc1cccc(C(=O)NCC(=O)NNC(=O)c2ccccc2O)c1 | -3 | -0.1 | 8 | -4 | -0.1 | -11 | -14 | -4 | 14 | -2 | -15
CSC(=NS(=O)(=O)c1ccc(C)cc1)SC | 13 | 0.4 | -4 | 1 | -1.0 | -5 | -15 | -1 | 7 | -3 | -1
Cc1cc(C(C)(C)C)cc(C)c1N | 6 | -0.2 | 18 | -3 | -0.8 | -3 | -13 | -3 | 21 | 1 | -6
CNC(=S)N/N=C/c1cn(CCOc2cccc(OC)c2)c2ccccc12 | -13 | 0.8 | 7 | 0 | -1.1 | -6 | -8 | -3 | -75 | 25 | -1
CCOCCCNC(=O)C(c1ccc(OC)cc1)N(Cc1cccs1)C(=O)CNC(C)=O (stereo unspecified) | -12 | -0.1 | -19 | 3 | -0.8 | -7 | 2 | -1 | 18 | 3 | 3
Cc1cccc(CSCc2ccc(C(=O)NC(C)C)o2)c1 | -21 | 0.4 | 5 | 2 | -0.1 | -4 | -17 | -1 | -18 | 1 | 13
CN(C)S(=O)(=O)c1cccc(NC(=O)C2Cc3ccccc3CN2C(=O)c2ccccc2)c1 (stereo unspecified) | -49 | 0.0 | -2 | 1 | -0.3 | -3 | -17 | -1 | -93 | 8 | 0
CCOC(=O)c1nc(Nc2ccccc2CC)c2ccccc2n1 | 12 | 0.0 | 4 | 0 | 0.1 | -3 | 4 | 1 | 11 | -15 | -3

Entries from the list above with a COOH group, in the order listed:
SMILES | Peg3 promoter | aDG glyco up | TRPM1 prom inh | NR2E3 ag-1 | hiPSC survival | CaV13 ICDI inh | NR2E3 ag-2 | PDI turbidity | HIF-2a inh | Granule exo inh | Vif imaging
COc1ccc(-n2c(SCC(=O)Nc3cc(C(=O)O)ccc3C)nc3ccccc3c2=O)cc1Cl | 6 | 0.1 | 3 | -3 | -0.5 | -4 | -30 | 2 | 13 | -4 | -1
Cc1ccc(-n2cc(CCCCCCCCC(=O)O)nn2)cc1 | 12 | 0.0 | 2 | 6 | 5.5 | -6 | -9 | -11 | 7 | -10 | -4

(next part)
SMILES | Peg3 promoter | aDG glyco up | TRPM1 prom inh | NR2E3 ag-1 | hiPSC survival | CaV13 ICDI inh | NR2E3 ag-2 | PDI turbidity | HIF-2a inh | Granule exo inh | Vif imaging
O=C(Nc1ccc2c(c1)CN(Cc1ccc(CO)o1)CC2)c1ccc(C(F)(F)F)cc1 | -67 | 0.5 | 6 | 1 | 0.1 | -2 | -17 | 12 | -51 | 3 | -10
O=C(O)c1ncc(-c2ccccc2)cn1 | 1 | -0.2 | 4 | 0 | 1.1 | -9 | 3 | -5 | -1 | 3 | -7
CC1CCc2cc(F)cc3c(O)c(C(=O)NCC4CCCO4)c(=O)n1c23 (stereo unspecified) | 0 | -0.4 | 2 | -2 | -1.6 | -4 | -33 | 4 | 25 | -2 | .
COC(=O)C(NC(=O)c1ccc(F)cc1)(Nc1ncc(S(=O)(=O)c2ccc([N+](=O)[O-])cc2)s1)C(F)(F)F (stereo unspecified) | 27 | 0.0 | 25 | 5 | -0.5 | -9 | -26 | -7 | 2 | 0 | -11
COc1ccc(N2CCN(C(=S)Nc3cc(C)cc(C)c3)CC2)cc1 | -3 | 0.1 | 9 | 1 | 0.1 | -5 | 3 | -8 | 17 | 2 | 5
Cn1c(SCC(=O)NC2CCCCCC2)nnc1-c1cccs1 | 16 | -0.1 | -7 | 2 | 6.2 | . | 1 | 4 | 20 | -3 | .
Nc1nc(-c2ccccc2)nn1C(=O)Cc1ccccc1 | -10 | -0.2 | 7 | 3 | 0.7 | -5 | 82* | 4 | 4 | 0 | -1
O=C1CSC(c2cccc([N+](=O)[O-])c2)N1c1ccccc1 (stereo unspecified) | 8 | -0.4 | 4 | 0 | -0.5 | 5 | 1 | 6 | 8 | 2 | 11

Screening results: PubChem, several laboratories
